STEP block – STEP phosphatase inhibitors, primary screen, biochemical, fluorescence intensity, uHTS | recombinant STEP, OMFP fluorogenic substrate | inhibition, % at 20 µM | 360,000 tested, 0.25% active | AID 588621, 2011;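 active means inhibition at 20 µM, scaled per plate between control wells, above about 37%, limit read from the data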;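 further: 0% = DMSO with enzyme and substrate and 100% = substrate only without enzyme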
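Also added – OMFP at 25 µM · Test system – STEP tyrosine phosphatase · Technique – FITC-channel fluorescence of OMFP product · Schedule – 20 min at room temperature, dark · Evaluation – control-normalized % inhibition with plate pattern correction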
CSN inh – inhibitors of CSN-mediated cullin deneddylation, primary screen, biochemical, fluorescence polarization, uHTS | COP9 signalosome complex subunit 5 (Homo sapiens), Q92905 | Purified CSN, SCF-Nedd8-OG deneddylation | inhibition, % at 12.5 µM | 360,000 tested, 0.38% active;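 active means pattern-corrected inhibition above about 35%, with an unprinted fluorescence ratio check between 0.5 and 1.5, limit read from the data, passing the limit was not always enough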;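 further: 0% = enzyme with substrate and 100% = substrate without enzyme; some results filed as inactive read as strong as hits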
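Test system: Human Csn5 produced in HEK293T cells | Compound: 12.5 µM single point | Times: 90 min, room temperature | Signal: Fluorescence polarization readout | Read-out basis: % inhibition of substrate cleavage by Csn5 | Controls: no-enzyme wells high, enzyme-with-substrate wells low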
SUMO1-SIM PPI – modulators of SUMO1 protein-protein interactions, primary screen, biochemical, uHTS | Small ubiquitin-related modifier 1 (Homo sapiens), P63165 | SUMO1 binding to a labelled peptide, TR-FRET, 1 h | inhibition, % at 20 µM | 360,000 tested, 0.33% active; in the data active means inhibition above about 37%
Scp1 inh – Scp-1 phosphatase inhibitors, primary screen, biochemical, colorimetric, uHTS; 340,000 tested, 0.88% active; Carboxy-terminal domain RNA polymerase II polypeptide A small phosphatase 1 (Homo …; Recombinant Scp1, phosphopeptide, malachite green phosphate absorbance; inhibition, % at 20 µM;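 active means inhibition above about 50% at 20 µM, limit read from the data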;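 further: plate controls were DMSO wells with enzyme for no effect and wells lacking enzyme for full effect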
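Times: enzyme reaction 45 min at room temperature, colour 5 min, stabilisation 30 min. Material: SCP-1 catalytic fragment, aa 76-261. Medium: Acidic Tris acetate buffer with magnesium and detergent. Signal: colorimetric free-phosphate detection, absorbance 630 nm. Read-out basis: % inhibition of SCP-1 phosphate liberation. Reagent: Phosphorylated 17-residue peptide substrate.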
NadD inh – inhibitors of S. aureus NadD, primary screen, biochemical, colorimetric, uHTS. purified NadD enzyme, colorimetric absorbance read-out. inhibition, % at 20 µM. Nicotinate-nucleotide adenylyltransferase NadD (Staphylococcus aureus N315). 360,000 tested, 0.78% active; in the data active means inhibition above about 26%; further: some compounds past the cut are filed as inactive
MsrA inh – bovine MsrA enzyme inhibitors, primary screen, biochemical, absorbance, HTS | Methionine sulfoxide reductase A (Bos taurus) | purified bovine MsrA, absorbance read-out | inhibition, % at 15.5 µM | 360,000 tested, 0.75% active | AID 651718, 2012; in the data active means inhibition above about 4.5%;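 further: 0% = vehicle wells with enzyme and 100% = reference inhibitor wells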
TbMetRS inhib – T. brucei MetRS inhibitors, primary screen, biochemical, luminescence; purified T. brucei MetRS, ATP depletion, Kinase-Glo luminescence; inhibition, % at 11.9 µM; 360,000 tested, 0.4% active;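 active means inhibition above a per-plate cutoff of the control wells' mean inhibition plus 3 SD, cut at about 5.5% in these data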;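 further: 0% = DMSO wells median and 100% = median of wells with control inhibitor compound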
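Dosing: 11.9 µM single point; system: parasite MetRS enzyme; technique: luminescence of leftover ATP; times: 15 min enzyme-compound preincubation, 2 h reaction, 10 min detection, 25 °C; replicates: each compound tested once; read-out basis: percent inhibition relative to median high and low control wells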
Rpn11 block – Rpn11 (PSMD14) deubiquitinase inhibitors, primary screen, biochemical, fluorescence polarization, uHTS; 26S proteasome non-ATPase regulatory subunit 14 (Homo sapiens), O00487; human 26S proteasome, Ub4-pepOG fluorescence polarization; 20S core pre-blocked with epoxomicin; calls only at 20 µM; 360,000 tested, 0.59% active;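 active means inhibition at 20 µM, scaled to each plate's controls, above about 33%, limit read from the data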
LMPTP block – LMPTP phosphatase inhibitors, primary screen, biochemical, fluorescence intensity, uHTS; Low molecular weight phosphotyrosine protein phosphatase (Homo sapiens), P24666; recombinant LMPTP-A, OMFP fluorogenic substrate; inhibition, % at 20 µM; 360,000 tested, 0.22% active; AID 651560, 2012;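 active means compounds that cut the enzyme signal by at least half of the control window in the single-dose screen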;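 further: plate controls were DMSO wells with enzyme plus substrate for no effect and substrate without enzyme for full effect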
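Assay system: LMPTP-A phosphatase enzyme | Input: 0.625 nM enzyme | Also added: Fluorogenic phosphatase substrate OMFP at 400 µM final | Compound dosing: One test concentration per compound, 20 µM, with 3% DMSO overall | Schedule: 50 min enzyme reaction at room temperature, protected from light | Signal: Fluorescence intensity | Benchmarks: no-enzyme and uninhibited controls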
DNMT1 inh – human DNMT1 methyltransferase inhibitors, primary screen, biochemical, molecular beacon, fluorescence, HinP1I cleavage, uHTS. inhibition (reported as % activation of signal), % at 10 µM. 360,000 tested, 0.83% active. DNA (cytosine-5)-methyltransferase 1 (Homo sapiens), P26358; in the data active means inhibition above about 50%
Target sequence (P26358 504-1616 limits assumed): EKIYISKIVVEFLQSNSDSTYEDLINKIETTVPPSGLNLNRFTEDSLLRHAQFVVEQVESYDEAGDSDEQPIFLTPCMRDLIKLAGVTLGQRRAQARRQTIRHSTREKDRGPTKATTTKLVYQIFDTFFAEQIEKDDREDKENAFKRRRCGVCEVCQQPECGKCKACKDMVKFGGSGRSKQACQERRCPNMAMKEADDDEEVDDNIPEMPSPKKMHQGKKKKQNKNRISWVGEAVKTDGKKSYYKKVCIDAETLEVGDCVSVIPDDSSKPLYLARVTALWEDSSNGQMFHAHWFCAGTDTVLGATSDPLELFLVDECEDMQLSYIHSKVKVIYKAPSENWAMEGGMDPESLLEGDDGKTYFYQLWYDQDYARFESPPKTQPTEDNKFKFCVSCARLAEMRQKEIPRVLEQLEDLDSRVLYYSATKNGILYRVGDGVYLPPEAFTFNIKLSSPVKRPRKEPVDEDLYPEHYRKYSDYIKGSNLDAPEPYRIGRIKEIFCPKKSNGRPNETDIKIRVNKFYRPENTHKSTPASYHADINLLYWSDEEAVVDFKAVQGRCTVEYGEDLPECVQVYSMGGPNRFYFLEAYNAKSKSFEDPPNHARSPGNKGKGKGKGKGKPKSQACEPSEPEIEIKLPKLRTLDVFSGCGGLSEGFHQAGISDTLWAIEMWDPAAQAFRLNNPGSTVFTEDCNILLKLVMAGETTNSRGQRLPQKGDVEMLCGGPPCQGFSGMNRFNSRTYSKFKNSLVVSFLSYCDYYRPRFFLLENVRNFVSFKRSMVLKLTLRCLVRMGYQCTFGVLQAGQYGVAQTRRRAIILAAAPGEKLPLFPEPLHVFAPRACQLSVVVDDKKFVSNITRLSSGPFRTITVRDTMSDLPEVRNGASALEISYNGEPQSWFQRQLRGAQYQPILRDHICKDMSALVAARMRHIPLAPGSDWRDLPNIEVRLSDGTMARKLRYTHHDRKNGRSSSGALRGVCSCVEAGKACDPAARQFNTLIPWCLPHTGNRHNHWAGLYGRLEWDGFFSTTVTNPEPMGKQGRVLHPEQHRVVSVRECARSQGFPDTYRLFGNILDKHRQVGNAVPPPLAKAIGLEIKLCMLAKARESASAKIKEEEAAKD
An asterisk follows results filed as active; i = inactive; nt = no result given.

#1 Cc1c(NC(=S)NC(=O)CC(C)C)c(=O)n(-c2ccccc2)n1C
#2 CCN(CC)CCCNC(=O)c1cc2c(=O)n(C)c3ccccc3c2n1C
#3 Cc1ccccc1-n1c(CSC(=N)N)nc2ccccc2c1=O
#4 CCOC(=O)N1CCN(C(=O)c2oc3ccc(S(=O)(=O)N4CCCCCC4)cc3c2C)CC1
#5 CC[C@@H]1CC2=C(C(=O)OC(C)(C)O2)[C@H](c2ccc(Cl)cc2)O1
#6 CN(C)C=Nc1ccc([N+](=O)[O-])c2ccccc12
#7 COC(=O)c1cccc(NC(=O)CN2CCOCC2)c1
#8 CCOc1ccc(-c2nnc(NC(=O)C3CCCC3)o2)cc1
Screen / compound no.	1	2	3	4	5	6	7	8
STEP block	-1	-2	-3	3	-3	-1	3	0
CSN inh	5	-1	4	2	-6	4	-2	-1
SUMO1-SIM PPI	-2	5	-2	-1	6	-43	2	7
Scp1 inh	-11	-4	-12	-4	nt	nt	-4	-7
NadD inh	3	-4	4	4	-1	3	0	1
MsrA inh	0.2	0.4	0.4	0.7	-0.6	2.5	0.5	1.1
TbMetRS inhib	-0.1	-0.4	0.0	0.5	-0.1	-0.2	-0.3	-0.2
Rpn11 block	i	i	i	i	i	i	i	i
LMPTP block	0.9	1.7	-0.4	-0.1	0.1	1.4	-0.1	-0.3
DNMT1 inh	0	4	-4	-4	8	-10	-2	-1

#9 CN1CCN(c2nc(-c3ccccc3)cc(C(F)(F)F)n2)CC1
#10 CCOC(=O)Nc1ccc2c(c1)ncn2C1CCCCC1
#11 NS(=O)(=O)c1ccc(CCNS(=O)(=O)c2ccc(Cl)nc2)cc1
#12 COc1cc(CO)ccc1Oc1nc2ccccc2n2cnnc12
#13 COc1ccccc1Nc1nc(N)nc(CSC(=S)N2CCOCC2)n1
#14 C[C@H]1CN([C@@H](C)CO)C(=O)c2cccc(NC(=O)Nc3ccc(C(F)(F)F)cc3)c2O[C@@H]1CN(C)Cc1ccc(Cl)c(Cl)c1
#15 O=C(OCCN1C(=O)c2ccccc2C1=O)C1CC(O)CN1S(=O)(=O)c1ccc(Cl)cc1 (stereo not drawn)
#16 CCN1CCC(O)(/C=C/c2ccc(C)cc2)C(C(=O)/C=C/c2ccc(C)cc2)C1 (stereo not drawn)
Screen / compound no.	9	10	11	12	13	14	15	16
STEP block	-2	-1	3	-2	0	1	-1	2
CSN inh	1	6	-4	1	0	2	1	11
SUMO1-SIM PPI	-1	2	-3	7	-2	2	-4	-49
Scp1 inh	-10	-11	-7	-8	-11	-10	-8	-2
NadD inh	-15	3	-2	-3	-5	1	-2	-6
MsrA inh	2.5	-0.1	0.1	-0.6	-1.1	-0.1	0.7	-0.2
TbMetRS inhib	-0.3	-0.6	0.1	-0.8	-1.2	-0.4	-0.1	-0.6
Rpn11 block	i	i	i	i	i	i	i	i
LMPTP block	-1.2	1.7	2.2	-1.4	-0.9	7.5	-0.6	-0.4
DNMT1 inh	-5	0	1	-1	-1	-29	3	2

#17 OC(COCC1COc2ccccc2O1)CN1CCc2ccccc2C1 (stereo not drawn)
#18 O=C(O)CCCCCN1C(=O)/C(=C\c2ccc(-c3ccc(Cl)cc3)o2)SC1=S
#19 O=C(NCCc1ccccc1)c1nc2ncccn2n1
#20 COc1ccc(C2=NOC(C)(c3nnc(Cc4ccccc4)o3)C2)cc1 (stereo not drawn)
#21 CC(C)Nc1nc(NCCO)nc2ccccc12
#22 CC1CCN(C(=S)NC(=O)c2ccc(F)cc2)CC1
#23 COc1cccc(C(=O)OC2CCCN(C)C2)c1 (stereo not drawn)
#24 Cc1cc(/C=C(\C#N)C(=O)Nc2ccccc2F)c(C)[nH]1
Screen / compound no.	17	18	19	20	21	22	23	24
STEP block	2	7	-2	-2	nt	-1	-2	0
CSN inh	-1	61*	-5	1	-5	0	4	9
SUMO1-SIM PPI	3	70*	7	4	-5	-4	0	-9
Scp1 inh	-9	89*	-3	-2	nt	-10	-1	-7
NadD inh	-4	8	-5	-2	-1	-2	-1	-7
MsrA inh	0.1	-0.3	-1.8	-0.8	-0.7	0.6	-1.5	4.7*
TbMetRS inhib	0.8	-0.1	-0.8	-0.4	0.3	0.6	-1.0	-0.4
Rpn11 block	i	nt	i	i	nt	i	i	i
LMPTP block	0.6	79*	-1.7	-2.4	10	0.5	-0.8	-0.3
DNMT1 inh	-1	14	1	1	nt	1	3	-1

#25 COCCSc1nnc(NC(=O)C2CC(=O)N(c3ccc(OC)cc3)C2)s1 (stereo not drawn)
#26 CC1CCc2c(sc3ncnc(NS(=O)(=O)c4cccs4)c23)C1 (stereo not drawn)
#27 CCCc1nc(SCC(=O)N2CCOCC2)c2c(C)c(C)sc2n1
#28 O=C(NC(=O)c1ccc(Cl)c(Cl)c1)OC1CCS(=O)(=O)C1 (stereo not drawn)
#29 Cc1ccc(-c2nn[nH]n2)cc1Cl
#30 O=C(NNc1c(Cl)cccc1Cl)c1sccc1Cl
#31 COC(=O)/C(C#N)=C1/C=Cc2ccccc2N1
#32 COc1ccccc1C1CC(c2ccc(C)cc2)Nc2ncnn21 (stereo not drawn)
Screen / compound no.	25	26	27	28	29	30	31	32
STEP block	3	-1	-6	-3	0	1	-2	1
CSN inh	-2	-6	0	2	-1	0	0	-5
SUMO1-SIM PPI	-1	7	6	-2	3	-5	-18	2
Scp1 inh	-9	-3	-3	-2	-9	-13	-10	-2
NadD inh	-4	6	-3	3	-3	-8	6	-1
MsrA inh	0.2	-0.3	1.1	-0.5	-1.0	-1.6	2.2	0.8
TbMetRS inhib	0.2	0.1	-1.6	-0.2	2.2	-0.4	2.2	0.4
Rpn11 block	i	i	i	i	i	i	i	i
LMPTP block	-0.1	0.6	0.5	0.3	-2.3	0.2	2.1	-2.2
DNMT1 inh	2	-1	1	4	-3	0	0	-3

#33 Cc1ccc(S(=O)(=O)N(CC(=O)NCc2ccccc2Cl)C(=O)N2CCN(C)CC2)cc1
#34 O=C(/C=C/c1ccc(O)c(O)c1)c1ccc(S(=O)(=O)N2CCCCCC2)cc1
#35 Cn1c(/C(C#N)=C(\O)c2ccc(Br)s2)nc2ccccc21
#36 CN(Cc1ccccc1)S(=O)(=O)CCNC(=O)c1ccc2c(c1)OCO2
#37 Cc1ccc(NC(=O)C2CCCN(S(=O)(=O)c3c(C)noc3/C=C/N(C)C)C2)cc1F (stereo not drawn)
#38 Cc1ccc(S(=O)(=O)NCc2nnc(SCC(=O)Nc3cccc(C)c3C)n2C)cc1
#39 CCOc1ccc(/C=N/n2c(C3CCCCC3)n[nH]c2=S)cc1
#40 CCc1ccc(NC(=O)CNC(=O)c2cn(-c3ccccc3OC)c(=O)c3ccccc23)cc1
Screen / compound no.	33	34	35	36	37	38	39	40
STEP block	0	2	2	5	4	2	9	-2
CSN inh	1	5	0	-2	-1	6	3	-1
SUMO1-SIM PPI	3	-14	-91	4	2	2	4	-4
Scp1 inh	2	-40	-4	-6	-7	2	-13	-6
NadD inh	3	21	11	-3	-4	-1	7	15
MsrA inh	0.7	-0.4	-0.7	-0.3	2.4	-1.5	0.0	0.1
TbMetRS inhib	-0.3	0.5	-0.2	0.0	-0.5	0.1	-0.1	0.2
Rpn11 block	i	i	i	i	i	i	i	i
LMPTP block	-0.8	4.2	2.2	-0.9	-1.8	-1.0	4.0	1.4
DNMT1 inh	0	-11	21	0	-7	2	-2	-4

Profiles, quoted from the list. Order of screens: STEP block, CSN inh, SUMO1-SIM PPI, Scp1 inh, NadD inh, MsrA inh, TbMetRS inhib, Rpn11 block, LMPTP block, DNMT1 inh
Cn1c(/C(C#N)=C(\O)c2ccc(Br)s2)nc2ccccc21 reads 2, 0, -91, -4, 11, -0.7, -0.2, i, 2.2, 21
Cc1ccc(NC(=O)C2CCCN(S(=O)(=O)c3c(C)noc3/C=C/N(C)C)C2)cc1F (stereo not drawn) reads 4, -1, 2, -7, -4, 2.4, -0.5, i, -1.8, -7
O=C(/C=C/c1ccc(O)c(O)c1)c1ccc(S(=O)(=O)N2CCCCCC2)cc1 reads 2, 5, -14, -40, 21, -0.4, 0.5, i, 4.2, -11
CCc1ccc(NC(=O)CNC(=O)c2cn(-c3ccccc3OC)c(=O)c3ccccc23)cc1 reads -2, -1, -4, -6, 15, 0.1, 0.2, i, 1.4, -4
CCOc1ccc(/C=N/n2c(C3CCCCC3)n[nH]c2=S)cc1 reads 9, 3, 4, -13, 7, 0.0, -0.1, i, 4.0, -2

More structures:
#41 O=C(C1CC1)N1CCN(c2ccc(F)cc2)CC1
#42 Cc1ccnc(SCC(=O)N2CCN(c3ccccc3)CC2)n1
#43 Cc1nn(C)c2ncc(C(N)=O)c(Oc3ccc(Cl)cc3)c12
#44 CC[C@H](C)[C@H](NC(N)=O)C(=O)Nc1ccc(C)cc1
#45 CC(=O)Nc1ccccc1OCC(=O)NCCC1=CCCCC1
#46 CC(C)Oc1ccc(C(=O)Nc2ccc([N+](=O)[O-])cc2)cc1
Screen / compound no.	41	42	43	44	45	46
STEP block	-2	-4	0	-3	-2	0
CSN inh	1	-2	-1	-11	9	2
SUMO1-SIM PPI	2	-3	4	-3	-3	0
Scp1 inh	-7	-15	-4	-5	-7	-3
NadD inh	0	-2	-4	-6	-7	-17
MsrA inh	0.9	-1.8	-1.3	0.1	0.5	1.9
TbMetRS inhib	1.3	-0.1	0.2	-1.0	-0.1	-0.4
Rpn11 block	i	i	i	i	i	i
LMPTP block	-1.4	-0.6	-0.9	-1.2	-0.4	-1.3
DNMT1 inh	-1	2	4	0	0	1

High-throughput results from PubChem.
